Source: PubChem BioAssay
Ecoli viability = reduces bacterial viability in AddAB counter-screen | E. coli V3065 growth, OD600 absorbance, 18 h | inhibition, % at 11.9 µM | 330,000 tested, 0.27% active | AID 449728;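 active = inhibition above the campaign's mean inhibition across all tested compounds plus 3 SD, cut at about 9.9% in these data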;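 also: uninfected addAB+ strain grown without phage in ampicillin broth; 0% = DMSO wells and 100% = ciprofloxacin 0.95 µg/ml wells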
DAGLB inh = blocks human DAGLB lipase activity | Q8NCG7 | HEK293T DAGLB membrane lysate, EnzChek fluorogenic substrate | inhibition, % at 5.17 µM | 340,000 tested, 0.059% active; in the data active = inhibition above about 34%;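 also: 0% = enzyme with vehicle and 100% = wells lacking enzyme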
phage Ecoli inh = E. coli growth loss with phage present; growth absorbance; inhibition, % at 11.9 µM; 360,000 tested, 0.26% active; AID 651602; in the data active = inhibition above about 11%
HTR5A ag = HTR5A agonism, opioid heterodimer counter-screen; P47898; 340,000 tested, 0.61% active; HTR5A agonist assay, luminescence, cell-based; AID 504692; activation, % at 9.3 µM; in the data active = activation mostly above about 9.5%, no sharp cut-off; inactive = mostly below about 7.6%;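 also: 0% = cells with vehicle only and 100% = reference agonist; strong numbers were not always called active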
PKA-R1A act = activates the PKA-R1A holoenzyme complex; P00514+P68181; PKA-R1A dissociation, Cy5-IP20 fluorescence polarization; scaled: DMSO 0%, 113 µM cGMP 100%; activation, % at 11.4 µM; 340,000 tested, 0.083% active;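 active = percent activation above the mean of all tested compounds plus 3 SD, cut at about 19% in these data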;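 also: higher means more PKAc released from R1A so a rise in polarization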
Mot1-301 SUMO = inhibitors of SUMOylation pathway: yeast Mot1-301 growth rescue | S. cerevisiae Mot1-301 growth rescue, ATP luminescence, 38.5C; percent above DMSO median, 100 means doubled | growth rescue, % at 18.8 µM | 320,000 tested, 1% active;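 active = every valid replicate shows activation above 250% relative to neutral control wells; inactive = the rest, any valid replicate at or below 250%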;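 also: OY570 slx delta 5 strain wells were the positive control but not used for scaling; some compounds called inactive have numbers as strong as hits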
AddAB inh = less growth of phage-infected E. coli with AddAB; E. coli expressing H. pylori AddAB, absorbance growth; inhibition, % at 11.9 µM; 330,000 tested, 0.29% active; AID 435030; in the data active = inhibition above about 12%;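 also: 0% = vehicle wells of infected cells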
CDK5 p35 inh = blocks human CDK5/p35 kinase activity. Q00535+Q15078. Recombinant CDK5/p35, ADP-Glo luminescence, 60 min. inhibition, % at 10 µM. 330,000 tested, 0.01% active;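 active = highest replicate inhibition of at least 50% and at least 75% of replicates reaching 50%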;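 also: plate controls were DMSO neutral control for no effect and GW8510 at 10 µM for full effect; many of its hits are not listed in these tables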
Target sequence (Q00535 whole entry, looked up): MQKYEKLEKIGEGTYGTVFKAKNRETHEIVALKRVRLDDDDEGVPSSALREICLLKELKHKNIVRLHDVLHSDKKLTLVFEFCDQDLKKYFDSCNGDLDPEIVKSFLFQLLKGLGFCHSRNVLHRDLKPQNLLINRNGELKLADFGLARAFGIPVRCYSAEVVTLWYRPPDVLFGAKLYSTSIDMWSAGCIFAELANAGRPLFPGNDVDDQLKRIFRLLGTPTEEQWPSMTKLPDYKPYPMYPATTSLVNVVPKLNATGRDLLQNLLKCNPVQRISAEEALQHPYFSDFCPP
Target sequence (Q15078 whole entry, looked up): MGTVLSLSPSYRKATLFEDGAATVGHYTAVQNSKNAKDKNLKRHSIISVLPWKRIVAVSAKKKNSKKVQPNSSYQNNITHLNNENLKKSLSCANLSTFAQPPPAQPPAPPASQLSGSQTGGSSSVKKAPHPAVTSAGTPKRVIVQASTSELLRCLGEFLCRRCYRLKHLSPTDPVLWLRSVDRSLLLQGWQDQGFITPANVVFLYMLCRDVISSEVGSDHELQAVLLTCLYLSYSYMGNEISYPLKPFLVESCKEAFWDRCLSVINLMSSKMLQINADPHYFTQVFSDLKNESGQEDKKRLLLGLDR
Tat transport = inhibitors of E. coli Tat protein transport; E. coli MC4100 TorA-mCherry Tat export, fluorescence; inhibition, % at 10 µM; 340,000 tested, 0.036% active;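 active = mean replicate inhibition at least 50% and at least half of replicates individually reaching 50%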;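 also: exported cargo escapes ClpAP degradation while cytoplasmic cargo is degraded and loses fluorescence; 0% = median of neutral control wells and 100% = median of NaSCN control wells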
HTR5A inv ctr = counter-screen for OPRM1-OPRD1 inverse agonists: human HTR5A inverse agonism | HTR5A cell line, luminescence | inhibition, % at 9.3 µM | 340,000 tested, 0.083% active | AID 504634; in the data active = inhibition mostly above about 23%, no sharp cut-off; inactive = mostly below about 18%;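 also: 0% = cells with DMSO and 100% = no-cell wells with DMSO; some compounds called inactive have numbers as strong as hits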
PKA-R2B act = PKA-R2B complex activation; PKA-R2B holoenzyme dissociation, Cy5-IP20 fluorescence polarization; R2B truncated from residue 108, S112A mutant; 0% DMSO only, 100% 113 µM cGMP; AID 504700; P22694+P31323; 340,000 tested, 0.079% active; activation, % at 11.4 µM;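 active = activation above a cutoff set at the mean over all compounds plus 3 SD, cut at about 18% in these data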;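 also: higher means more holoenzyme dissociation and a rise in polarization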
Target sequence (P31323 whole entry, looked up, other chains not shown, the tested form may be a part): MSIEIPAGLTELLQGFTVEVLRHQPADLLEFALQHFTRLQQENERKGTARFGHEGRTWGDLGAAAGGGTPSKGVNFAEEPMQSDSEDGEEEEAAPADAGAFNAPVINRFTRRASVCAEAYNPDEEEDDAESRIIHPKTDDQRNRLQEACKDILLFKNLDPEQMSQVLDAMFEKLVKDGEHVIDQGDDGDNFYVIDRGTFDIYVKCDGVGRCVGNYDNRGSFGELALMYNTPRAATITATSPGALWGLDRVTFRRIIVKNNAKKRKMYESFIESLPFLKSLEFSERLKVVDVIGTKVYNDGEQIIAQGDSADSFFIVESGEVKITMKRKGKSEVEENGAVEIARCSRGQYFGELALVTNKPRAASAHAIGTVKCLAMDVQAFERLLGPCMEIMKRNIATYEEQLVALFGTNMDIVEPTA
Starred values were filed as active, the others as inactive; x = not tested or not shown. This is a random part of the collection; about 2.3% have a hit in one of these screens.

Start of the data: the first 4 compounds, to show the layout:
SMILES | Ecoli viability | DAGLB inh | phage Ecoli inh | HTR5A ag | PKA-R1A act | Mot1-301 SUMO | AddAB inh | CDK5 p35 inh | Tat transport | HTR5A inv ctr | PKA-R2B act
C=CCNC(=O)COC(=O)c1ccc(Sc2nncn2C)c([N+](=O)[O-])c1 | -0.2 | 0 | -1.5 | -3 | -13 | 9 | -0.9 | 1.0 | 21 | 8 | -9
CC(C)=CCCC(C)CN1CCC(N2CCC(C(=O)N3CCOCC3)CC2)CC1 (stereo unspecified) | 3.9 | -1 | 0.1 | 5 | -10 | -18 | 2.5 | -1.5 | 0 | -3 | -11
O=C(Nc1cccnc1)c1ccc(C(=O)Nc2cccnc2)cc1 | -0.5 | -1 | 3.0 | -5 | -4 | 111 | 0.5 | 0.9 | -3 | 6 | -7
CCCCC1(Cc2ccc([N+](=O)[O-])cc2)C(=O)N(c2ccccc2)N(c2ccccc2)C1=O | -1.4 | -14 | 5.5 | 1 | -1 | 10 | 1.8 | 0.0 | 5 | -1 | -11

The listing, previewed entries included:
SMILES | Ecoli viability | DAGLB inh | phage Ecoli inh | HTR5A ag | PKA-R1A act | Mot1-301 SUMO | AddAB inh | CDK5 p35 inh | Tat transport | HTR5A inv ctr | PKA-R2B act
C=CCNC(=O)COC(=O)c1ccc(Sc2nncn2C)c([N+](=O)[O-])c1 | -0.2 | 0 | -1.5 | -3 | -13 | 9 | -0.9 | 1.0 | 21 | 8 | -9
CC(C)=CCCC(C)CN1CCC(N2CCC(C(=O)N3CCOCC3)CC2)CC1 (stereo unspecified) | 3.9 | -1 | 0.1 | 5 | -10 | -18 | 2.5 | -1.5 | 0 | -3 | -11
O=C(Nc1cccnc1)c1ccc(C(=O)Nc2cccnc2)cc1 | -0.5 | -1 | 3.0 | -5 | -4 | 111 | 0.5 | 0.9 | -3 | 6 | -7
CCCCC1(Cc2ccc([N+](=O)[O-])cc2)C(=O)N(c2ccccc2)N(c2ccccc2)C1=O | -1.4 | -14 | 5.5 | 1 | -1 | 10 | 1.8 | 0.0 | 5 | -1 | -11
CN(C)C(=O)CSc1n[nH]c(-c2ccco2)n1 | 0.3 | 2 | 3.5 | 0 | -12 | -16 | 1.3 | -1.1 | 6 | 0 | -13
Cc1cc2c(cc(C(=O)O)n2C)s1 | -0.8 | -3 | 2.4 | -3 | -1 | -19 | -1.3 | -4.3 | -6 | 7 | -2
Cc1ccc(N(CC(=O)NCc2ccc3c(c2)OCO3)C(=O)CCC(=O)Nc2ccccn2)cc1 | 0.1 | 1 | 3.3 | 7 | -9 | 102 | 1.4 | 0.3 | 1 | -19 | 4
Cc1c(C(=O)N(Cc2cccc(Br)c2)C2CCS(=O)(=O)C2)oc2ccc(F)cc12 (stereo unspecified) | 1.7 | -3 | -0.9 | 5 | 9 | -1 | 1.6 | -0.4 | 9 | 13 | 1
COc1ccc(NC(=O)NC(=O)c2cc(OCC(F)(F)F)ccc2OCC(F)(F)F)cc1 | -0.2 | -8 | 0.5 | 2 | -6 | 0 | 1.0 | 0.8 | -6 | -12 | 2
Cc1ccc(OCCC(=O)OCC(=O)N2CCN(S(=O)(=O)c3ccc(Cl)cc3)CC2)cc1 | -0.7 | 3 | 2.2 | 0 | -8 | -29 | 6.0 | -1.6 | 10 | -8 | -3
CCOc1cc(CNc2ccc3c(c2)OCCO3)cc(Br)c1OCC(N)=O | -3.0 | 6 | 0.9 | 4 | -11 | -10 | -0.1 | 2.4 | -8 | -9 | -6
COc1cccc2cc(C(=O)NCc3ccccc3Br)c(=O)oc12 | -0.4 | -1 | 1.2 | -1 | -6 | -9 | 2.8 | -0.3 | 3 | -11 | 1
COc1cc(CCC(=O)OCC(=O)NCc2ccccc2)cc(OC)c1OC | -3.0 | 0 | 3.6 | 2 | -8 | -8 | 0.4 | 0.8 | 2 | -6 | 1
CC(C)(C)c1cccc(Cn2nnc3ccccc32)c1O | 4.5 | -4 | 2.6 | -3 | 3 | 6 | 4.1 | 1.0 | -2 | -28 | -3
O=C1CCC/C(=N\NC(=O)COc2ccc(Cl)cc2)C1 | -2.9 | -3 | 3.1 | -1 | -5 | 5 | -1.8 | -4.6 | -3 | -11 | -10
Cc1ccc(OC(=O)c2ccc(Br)o2)cc1 | 0.2 | -6 | 3.4 | -8 | -2 | 15 | 1.2 | 1.1 | 0 | 17 | 4
Cc1ccc2c(c1)cc(CN(Cc1cccnc1)C(=O)NCc1ccccc1)c1nnnn12 | -0.8 | 1 | 3.9 | 0 | -8 | 120 | 0.3 | x | -3 | -2 | -5
COc1ccc(N/C=C\C(=O)c2ccc(Br)cc2)cc1OC | 1.7 | -2 | -0.1 | 1 | -4 | -9 | 3.3 | 1.9 | -3 | -4 | 1
Cc1onc(-c2ccccc2)c1C(=O)OCC(=O)Nc1cc(S(=O)(=O)N2CCOCC2)ccc1Cl | -0.7 | 0 | 2.8 | 8 | -11 | -6 | 0.5 | 1.0 | 5 | -23 | -21
CCC(=O)NC(=Nc1nc2ccccc2s1)NC(=O)CC | 3.6 | -5 | 2.4 | 3 | -7 | 29 | 1.6 | 1.8 | 24 | -9 | 3
CC(OC(=O)Cc1n[nH]c(=O)c2ccccc12)C(=O)Nc1ccc(F)cc1 (stereo unspecified) | 3.7 | -1 | 0.5 | 0 | -3 | 33 | 5.7 | 2.1 | -3 | -1 | 7
CC(=O)c1cn(C)c(=O)n(C)c1=O | 2.4 | -1 | 4.3 | 4 | -3 | 6 | 2.1 | 0.4 | 0 | 8 | -10
CN(C)NC(=S)NC1CC2CCC1C2 (stereo unspecified) | -0.8 | -2 | 3.5 | -3 | -10 | 5 | 0.9 | 1.1 | 6 | 18 | -1
CCOc1cc(NC(=S)NCCCN2CCOCC2)c(OCC)cc1NC(=O)CC(C)C | 0.1 | 0 | 1.3 | 0 | -2 | 10 | 1.1 | -0.5 | -9 | -1 | 4
CN(CC(=O)Nc1cc(C(F)(F)F)ccc1-n1cncn1)Cc1nc2ccccc2c(=O)[nH]1 | x | 1 | 0.7 | 1 | 3 | x | x | -2.2 | -5 | -5 | 7
Cn1c(C(=O)OCC(=O)NCc2cccs2)cc2sccc21 | 2.7 | -6 | 2.7 | 8 | -1 | 432 | 2.2 | 11 | 11 | -21 | 2
C#CCn1cc(Cl)cc(C(=O)Nc2ccccc2)c1=O | -0.5 | -2 | 2.0 | 1 | 8 | 7 | -1.4 | 0.2 | 3 | -2 | -3
CN(C)C(=S)NC(C)(C)C | 1.0 | 1 | 1.1 | 7 | -1 | -7 | 0.9 | 0.8 | 3 | -8 | -10
CCOC(=O)C1(Cc2cccc(F)c2)CCN(C(=O)COC)CC1 | -3.6 | 0 | -0.6 | -2 | -13 | x | -0.3 | 0.2 | 6 | 0 | 6
Cc1ccc2nc(NC(=O)C3CCN(S(=O)(=O)c4cc([N+](=O)[O-])ccc4Cl)CC3)sc2c1 | -0.9 | 5 | 3.4 | 10 | 1 | 5 | 4.4 | -2.4 | 9 | -27 | 0
O=c1oc(-c2ccccc2Br)nc2ccccc12 | -0.6 | -8 | 0.3 | 3 | -1 | 4 | -0.8 | 0.6 | -2 | -10 | 10
Cc1cc([N+](=O)[O-])ccc1NC1CCCC1 | -0.9 | -4 | 2.8 | -1 | 0 | -5 | -0.4 | 1.8 | 3 | 6 | -7
CCc1noc(C)c1C(=O)OCC(=O)N(CCOC)c1c(N)n(Cc2ccccc2)c(=O)[nH]c1=O | -1.5 | 1 | 2.1 | 1 | 5 | -8 | 0.0 | 0.9 | -11 | -2 | -12
CCCOP(=O)(c1ccc(N(C)C)cc1)C(O)c1cc(OC)c(OC)c(OC)c1 (stereo unspecified) | -0.6 | 0 | 2.1 | 1 | -4 | 7 | 2.8 | -0.5 | 8 | -20 | -1
O=[N+]([O-])c1ccc(Oc2cccnc2)c([N+](=O)[O-])c1 | x | -6 | 0.3 | -1 | -1 | x | x | -1.8 | -5 | 6 | -3
CCC(C)(C)n1nnnc1C(c1ccc(C)cc1)N1CCN(Cc2ccc3c(c2)OCO3)CC1 (stereo unspecified) | 0.7 | -4 | 2.5 | 5 | -6 | x | 3.0 | -0.1 | 5 | -13 | -6
O=C1c2c(O)cc(O)cc2O[C@H](c2ccc(O)c(O)c2)[C@H]1O | -0.9 | 2 | 2.6 | -4 | -1 | 43 | -1.8 | -3.3 | 3 | 3 | 1
COc1ccc(/C=N/OC(=O)Nc2ccc(Cl)cc2)c(OC)c1 | 1.2 | -7 | 4.4 | -7 | 5 | -22 | 0.2 | -1.1 | -3 | 18 | 9
COc1ccccc1/C=C1\SC(=S)N(NS(=O)(=O)c2ccccc2)C1=O | 0.9 | 16 | -3.7 | 1 | -4 | 42 | 0.7 | -0.5 | 1 | -2 | -4
O=C(CCC(=O)Nc1ccccc1)N/N=C/c1ccc2c(c1)OCO2 | x | 0 | 1.4 | 3 | 1 | 4 | x | 0.7 | 4 | -5 | 3
CCOc1ccccc1N(C)C(=O)c1cc2c(=O)n(CC)c3ccccc3c2s1 | -0.4 | -1 | 1.8 | 4 | -18 | 2 | -0.2 | 9.9 | 14 | -26 | -6
Cc1cc(NC(=O)COc2coc(CN3CCN(c4ccc(F)cc4)CC3)cc2=O)no1 | -0.7 | 1 | 0.7 | -1 | -13 | 7 | 1.4 | -0.2 | -1 | 2 | -7
CCCNC(=O)c1ccc(Cn2cc(C(F)(F)F)ccc2=O)cc1 | -0.5 | 0 | 2.6 | 0 | -1 | -10 | 2.8 | 0.7 | -3 | -1 | 1
O=C(CN1C(=O)c2ccccc2S1(=O)=O)c1ccccc1Cl | 1.5 | 0 | -0.6 | 5 | -3 | -7 | 3.4 | 1.7 | 0 | -18 | -1
COc1ccc(/C=C/C(=O)Nc2cc(S(=O)(=O)N3CCOCC3)ccc2C)cc1OC | -3.0 | -3 | 1.6 | -3 | -2 | 1 | 3.0 | -2.0 | -4 | 9 | -15
Cc1cc(C(=O)CCC(=O)N2CCN(S(=O)(=O)c3cccs3)CC2)c(C)s1 | -2.6 | 6 | 2.9 | 6 | -2 | -3 | 0.0 | 0.3 | 3 | -27 | 3
CCC(CC)C(=O)Nc1c2c(nn1-c1ccc(OC)cc1)CS(=O)C2 (stereo unspecified) | 1.9 | 0 | 1.1 | 0 | 5 | -7 | 0.4 | 1.5 | -6 | -9 | -2
CC1C=CCC2C(=O)N(c3cccc(C(=O)N4CCCCCC4)c3)C(=O)C12 (stereo unspecified) | -0.6 | -2 | 0.6 | 9 | 0 | 3 | 0.4 | 0.4 | 22 | -18 | 4
CCCCS(=O)(=O)/C=C/[C@H]1[C@H](S(=O)(=O)CCCC)[C@H]2C=C[C@@H]1C2 | 0.0 | 0 | 3.2 | 1 | 2 | 34 | 2.8 | -0.5 | -4 | -9 | 0
